Runt-CBFb FRET = blocks binding of human RUNX1 Runt domain to CBFb; Q01196+Q13951; hit rate 0.46% among 220,000; Cerulean-Runt/Venus-CBFb FRET ratio 530/480, 1 h; inhibition, % at 20 µM; AID 1496;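 active = inhibition over about 50% at 20 µM in the single-dose screen, limit read from the data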;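 also: 0% = DMSO wells and 100% = excess unlabeled CBFb competitor control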
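Measured by: fluorescence energy transfer, 422 nm excitation, 530/480 nm emission; Assay system: Cerulean-Runt domain; Medium: Tris pH 7.5 buffer with BSA; Measure: loss of energy transfer signal; Controls: 5 µM unlabeled CBFb as full-inhibition high control; Incubation: protein complex preformed 1 h, compound exposure 1 h, room temperature, dark.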
zVAD death inh = L929 zVAD cell death inhibition; L929 zVAD necroptosis rescue, ATP luminescence, 24 h; with zVAD 60 µM; viability rescue, % at 10 µM; hit rate 0.38% among 220,000; AID 1377;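 active = activation, scaled between plate controls, above about 75%, limit read from the data; inactive = activation under that limit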;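 also: 0% = zVAD with DMSO and 100% = DMSO alone without zVAD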
14-3-3 Bad inh = disrupts binding of bovine 14-3-3 zeta to phospho-Bad peptide | P63103 | TR-FRET 14-3-3zeta/Dy647-pBad peptide displacement, 1 h | AID 781 | inhibition, % at 21.7 µM | hit rate 0.71% among 220,000;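 active = inhibition above about 70%, limit read from the data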;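 also: 0% = full 14-3-3 plus peptide FRET controls and 100% = background without 14-3-3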
Target sequence (P63103 whole entry, looked up): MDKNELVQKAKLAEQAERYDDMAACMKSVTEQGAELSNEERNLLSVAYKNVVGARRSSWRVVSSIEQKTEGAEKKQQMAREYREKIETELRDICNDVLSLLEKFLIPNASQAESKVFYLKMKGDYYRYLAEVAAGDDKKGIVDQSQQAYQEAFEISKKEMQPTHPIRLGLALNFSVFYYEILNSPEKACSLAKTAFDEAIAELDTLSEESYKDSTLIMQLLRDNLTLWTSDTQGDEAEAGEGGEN
Runt-SMMHC FRET = inhibitors of human RUNX1 Runt domain binding to CBFb-SMMHC | inhibition, % at 20 µM | Q01196+Q13951 | Cerulean-Runt/Venus-CBFb-SMMHC FRET ratio 530/480, 1 h | hit rate 0.74% among 220,000;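 active = mean inhibition across duplicate retests at 20 µM reaching about 50%, limit read from the data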;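 also: 0% = DMSO wells and 100% = wells with excess untagged CBFb-SMMHC; inhibitors lower the FRET ratio by blocking Runt binding to CBFb-SMMHC; some results filed as inactive read as strong as hits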
EBV gp42 block = blocks Epstein-Barr virus glycoprotein 42 binding; Fluorescence polarization binding assay, mP read-out; hit rate 0.42% among 220,000; AID 1085; Q1HVG2; inhibition, % (tested at 21.74 µM); in the data active = inhibition above about 50%
Target sequence (Q1HVG2 whole entry, looked up): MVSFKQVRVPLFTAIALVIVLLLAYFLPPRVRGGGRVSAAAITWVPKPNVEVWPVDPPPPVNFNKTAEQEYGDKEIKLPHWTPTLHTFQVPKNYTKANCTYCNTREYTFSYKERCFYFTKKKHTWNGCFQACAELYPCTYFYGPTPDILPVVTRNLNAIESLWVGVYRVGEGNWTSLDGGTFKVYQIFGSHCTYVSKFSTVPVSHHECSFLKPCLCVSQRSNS
MDM2 E3 inh = inhibitors of human Mdm2 E3 ubiquitin ligase. cell-based MDM2 ubiquitination luciferase reporter, 2 h; 0 = plate control, 100 = twice control, blank-subtracted. signal enhancement, % at 5 µM. hit rate 0.11% among 210,000;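 active = signal enhancement of 30% or more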;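 also: luminescence tracks abundance of the self-degrading MDM2-luciferase fusion protein; higher signal means inhibition of MDM2 E3 ligase activity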
Target sequence (Q00987 whole entry, looked up, the tested form may be a part): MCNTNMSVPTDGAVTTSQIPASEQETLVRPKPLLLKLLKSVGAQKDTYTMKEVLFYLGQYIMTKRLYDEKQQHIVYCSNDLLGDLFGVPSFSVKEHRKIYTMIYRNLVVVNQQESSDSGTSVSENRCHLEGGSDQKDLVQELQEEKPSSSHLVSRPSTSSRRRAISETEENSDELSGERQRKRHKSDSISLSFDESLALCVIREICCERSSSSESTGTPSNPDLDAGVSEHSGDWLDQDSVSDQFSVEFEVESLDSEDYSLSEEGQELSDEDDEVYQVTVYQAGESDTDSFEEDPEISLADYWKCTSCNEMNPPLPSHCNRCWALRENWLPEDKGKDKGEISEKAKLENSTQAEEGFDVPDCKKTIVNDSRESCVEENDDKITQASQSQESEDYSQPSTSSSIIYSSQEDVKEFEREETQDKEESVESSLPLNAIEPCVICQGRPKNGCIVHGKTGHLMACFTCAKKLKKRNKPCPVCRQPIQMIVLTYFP
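Material: stable MDM2–luciferase fusion reporter cells / Quantity: 2000 cells/well / Dosing: single 5 µM compound dose, 0.2% final DMSO / Buffer or medium: DMEM / Schedule: 4 h cell settling then 2 h compound exposure, 37 °C / Detection: luminescence with SteadyLite reagent, 15 min at room temperature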
Hck Nef HTS = blocks Nef-activated human Hck kinase | AID 463187 | hit rate 0.68% among 220,000 | Recombinant Hck-YEEI plus Nef, Z-Lyte FRET kinase assay | inhibition, % at 20 µM;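 active = Hck-Nef kinase inhibition above about 50%, limit read from the data; inactive = inhibition below that limit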;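 also: 0% = DMSO with Hck plus Nef and 100% = Hck alone without Nef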
Tb hexokinase = blocks Trypanosoma brucei hexokinase 1 activity | hit rate 0.11% among 220,000 | recombinant TbHK1, G6PDH-coupled NADH A340 | inhibition, % at 10 µM | AID 1430;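 active = inhibition of 50% or more in the single-dose primary screen; inactive = inhibition below 50%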
NCF1 inh = blocks human p47phox regulatory protein of NADPH oxidases; inhibition, % at 24.7 µM; hit rate 0.53% among 220,000; p47phox/p22phox peptide binding, fluorescence polarization, 2 h; P14598;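 active = inhibition above about 30%, limit read from the data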;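 also: 0% = p47phox with labelled peptide and 100% = labelled peptide alone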
The depositor's hits bear a star; . = no result given; & = joins results of further samples; [ ] = remark or other dose.

SMILES	Runt-CBFb FRET	zVAD death inh	14-3-3 Bad inh	Runt-SMMHC FRET	EBV gp42 block	MDM2 E3 inh	Hck Nef HTS	Tb hexokinase	NCF1 inh
Clc1ccc(Cc2ccccc2)nn1	-2	-0.2	-8	1	7	-6	0	6	-6
CCN(C(=O)Cn1c(=O)oc2ccccc21)c1cccc(C(F)(F)F)c1	-3	-0.2	-7	0	-14	3	0	3	-2
CCOc1ccc2nc3sc(C(=O)N4CCN(C)CC4)c(N)c3cc2c1	24	3.3	-12[fluorescence artefact?]	34	-12	-2	0	-10	-22
COc1cc(CCCN2C(=O)C(=O)NC[C@@H]2c2ccccc2)cc(OC)c1OC	2	-0.3	0	1	-18	6	24	-12	-8
Cc1ccc(-c2nc(C3CCCN(S(=O)(=O)c4ccc(C(C)(C)C)cc4)C3)no2)cc1 (centres undefined)	3	0.0	2	-1	-12	-4	-1	-13	-8
C(=N\c1nccs1)/Nc1nccs1	-1	0.1	-2	2	-20	-10	2	-23	-7
Cc1cc(C(=O)N[C@H](c2ccccc2)[C@@]2(C)C[C@@H]2[C@@H](C)C(=O)Nc2ccc3ccccc3c2)no1	-1	0.8	-3[fluorescence artefact?]	0	-11	.	-6	-3	-22
O=C(NC1CCCCC1)C1c2ccccc2C(=O)N1Cc1ccc2c(c1)OCO2 (centres undefined)	-2	-0.5	-3	-5	0	-12	12	11	-7
COc1cc(CN2CCc3ccccc3C2)ccc1O	1	61	16	5	1	13	4	-7	-7
COCCCNC(=O)Cn1nnc(-c2ccc(NC(=O)c3ccccc3F)cc2)n1	-3	5.8	-6	-3	-12	-7	10	-3	-13
CCCC(=O)Nc1cc2c(cc1C(C)=O)OCCO2	1	0.4	-5	3	3	.	2	-10	-10
CC(C)CCNC(=O)CCCOc1ccccc1	2	1.0	.	0	-5	-9	0	-5	7
COc1ccc(C2C(C(=O)c3ccccc3)N3c4ccccc4C=CC3C2[N+](=O)[O-])cc1 (centres undefined)	-6	6.4	-19	-15	-95	-15	-2	-6	-12
COc1ccc(C)cc1NC(=O)c1ccc(OC(F)F)cc1	-3	0.8	5	3	0	8	4	1	-13
COc1cc(C)nc(NCc2ccccc2)n1	-3	0.4	1	2	-9	-17	1	7	-10
Cc1ccc(/C=N\NC(=O)Cc2cccn2C)o1	5	1.5	-5	4	-13	-13	13	-8	-5
O=C(O)CN1C(=O)/C(=C\c2cn(CC(=O)N3CCOCC3)c3ccccc23)SC1=S	-178	0.7	0	-237	-246	-5	-2	-10	-36
Cc1nc2nc(C)n(-c3ccccc3)c2s1	-2	0.8	18[fluorescence artefact?]	2	-45	6	0	0	-29
Cc1nc(N2CCCCC2)c2ccsc2n1	1	0.4	51[fluorescence artefact?]	3	-1	-11	-12	1	-2
C=CCn1c(C)c(C(C)=O)c(N2CCOCC2)nc1=S	-2	0.0	-2	-5	-16	-2	1	-6	-23
Cc1cc(C)nc(N2CCCC(C(=O)NCC(c3ccccc3)c3ccccc3)C2)n1 (centres undefined)	-3	-0.1	-4[fluorescence artefact?]	1	-4	-7	0	-3	9
O=C(CSc1nnc(SCC(=O)NCc2ccc3c(c2)OCO3)s1)NCc1ccc2c(c1)OCO2	2	-0.8	17[fluorescence artefact?]	1	-26	-17	1	-7	-9
Cc1nc2ccccc2nc1CN1CCN(Cc2ccc(F)c(F)c2)C(CCO)C1 (centres undefined)	1	0.3	-8	1	-7	-8	3	-12	0
CCOC(=O)c1ccc(N=C2SC(C(=O)Nc3ccc(C(=O)O)cc3)CC(=O)N2Cc2cccs2)cc1 (centres undefined)	-18	0.4	-2	-4	9	.	-4	0	-33
COc1ccc(-c2noc(CN(C)S(=O)(=O)c3ccc(Cl)cc3)n2)cc1OC	-2	-0.4	-6	2	-8	-19	-6	-4	-7

(continued)
SMILES	Runt-CBFb FRET	zVAD death inh	14-3-3 Bad inh	Runt-SMMHC FRET	EBV gp42 block	MDM2 E3 inh	Hck Nef HTS	Tb hexokinase	NCF1 inh
O=C1CCC(/C=C/c2ccccc2)=NN1Cc1ccc(F)cc1	-2	1.0	-9	-2	-16	-12	23	-16	-7
Nc1ccccc1C(=O)Nc1cccc(C(=O)O)c1	2	0.1	6	-3	-17	-11	3	25	-4
CCCC(=O)c1cc(-c2nc3ccccc3n2C)n(C)c1	0	-0.4	5	0	-26	3	0	-1	-6
Cc1cc(C(=O)N/N=C/c2ccccn2)n[nH]1	0	2.1	-12	6	10	-11	-6	-3	-1
COc1ccccc1N1CCN(C(c2ccc(C)cc2)c2nnnn2C(C)C)CC1 (centres undefined)	-3	1.5	6	-2	-7	38*	8	-1	-6
Cc1ccc(N(CC(O)Cn2c3ccccc3c3ccccc32)S(C)(=O)=O)c(C)c1 (centres undefined)	-1	0.0	6[fluorescence artefact?]	0	13	24	-2	-4	-7
CCOC(=O)C1=C(C)Nc2sc(C(=O)c3ccc(F)cc3)c(N)c2C1c1ccc(C(=O)OC)cc1 (centres undefined)	-69	-0.4	-1[fluorescence artefact?]	-215	-32	-12	1	-18	-26
CCc1nccn1C(=O)c1cnn2c(C(F)F)cc(-c3ccccc3)nc12	-4	0.0	14	2	-29	7	3	-11	-5
COc1ccc(C(=O)CSc2nnc(-c3ccccc3)o2)cc1	-3	0.0	-5	-6	-5	5	1	-4	-9
CC(C)(C)n1nc2c(c1NC(=O)c1ccco1)CS(=O)C2 (centres undefined)	0	-0.4	-11	3	-8	2	2	0	-4
COc1cccc(NS(=O)(=O)CC23CCC(CC2=O)C3(C)C)c1 (centres undefined)	2	-0.1	-11	0	-6	-9	-17	7	3
CCSc1nnc([C@H](Cc2ccccc2)NC(=O)OC(C)(C)C)o1	-1	0.1	3	0	-15	-12	2	0	-10
CC(Sc1nnc2c(n1)C1CCC2(C)C1(C)C)C(=O)Nc1ccccc1 (centres undefined)	0	0.8	11[fluorescence artefact?]	0	-28	4	1	0	-5
CCSc1nnc(-c2cccc(S(=O)(=O)N(CC)CC)c2)n1Cc1ccccc1	-5	-0.6	-6	3	-6	-4	0	-3	-3
CCN(CC)c1ccc(C=N/C(C#N)=C(\N)C#N)cc1	-30	0.4	3	-95	32	-22	2	-11	-103
O=C(NCc1ccccc1)c1nc[nH]c1C(=O)NCc1ccccc1	0	4.7	-17	35	-17	-8	-3	6	-14
CCCN(CCC)CC(O)Cn1cc(/C=C/C(=O)c2cccs2)c2ccccc21 (centres undefined)	-155	1.2	-11	-15	-120	-1	-5	8	-29
O=c1cc(O)c2c(=O)n(-c3ccccc3)c3c(c2o1)CCCCC3	-5	0.4	-30	5	1	0	1	-9	-7
Cc1cc(Nc2c(C)n(C)n(-c3ccccc3)c2=O)n2c(nc3ccccc32)c1C#N	32	-1.3	-4	54	-9	-26	7	-15	-11
CCOc1ccc(-n2c(SCC(=O)NC3CCS(=O)(=O)C3)nnc2-c2cccnc2)cc1 (centres undefined)	-43	0.9	-9	-1	-1	-10	22	-4	-4
Nn1c(SCC(=O)NC(=O)NC2CCCC2)nnc1-c1ccccc1F	1	3.5	-21[fluorescence artefact?]	-1	-10	-19	1	6	-13
O=C(CN1CCN(Cc2ccccc2)CC1)N/N=C/C=C/c1ccccc1[N+](=O)[O-]	2	1.0	-4	-2	-1	-2	-1	-17	-4
O=C(O)c1ccc(CNCc2cccc(Cl)c2Cl)cc1	1	0.6	-6[fluorescence artefact?]	2	-16	-18	5	-12	-9
COc1cccc(C2c3[nH]c4ccccc4c3CCN2Cc2cnn(C)c2)c1 (centres undefined)	0	-1.0	-6	10	-5	6	19	-6	-10
COc1ccc(C)cc1NC(=O)CN1CCN(S(=O)(=O)c2ccc(C(C)C)cc2)CC1	-3	0.5	-4	-1	-17	-2	1	-8	-7

Next compounds follow.
SMILES	Runt-CBFb FRET	zVAD death inh	14-3-3 Bad inh	Runt-SMMHC FRET	EBV gp42 block	MDM2 E3 inh	Hck Nef HTS	Tb hexokinase	NCF1 inh
O=C(O)c1cccc(N/N=C/c2cn(-c3ccccc3)nc2-c2cccs2)c1	0	1.6	0	1	1	0	14	3	-23
Cc1c(-c2nnnn2-c2ccc(F)cc2)cnc2cc3c(cc12)OCO3	-2	-0.4	7[fluorescence artefact?]	5	-2	-6	1	-11	3
O=[N+]([O-])c1ccc(N2CCN(S(=O)(=O)c3ccccc3)CC2)cc1NCC1CCCO1 (centres undefined)	-6	-1.3	-4	-2	-12	-2	3	-3	-10
Cc1nnsc1C(=O)N1CCC(C(=O)c2ccccc2)CC1	-1	-0.4	-1	2	-4	-3	-8	-9	-9
Nc1ncnc(N2CCOCC2)c1N	25	0.0	0	24	-12	-7	2	0	-1
Cc1cc(C)n(-c2nc3ccccc3c(=O)n2OC2CCCCC2)n1	-1	-0.6	5	-1	-5	-5	1	-1	-2
CC(C)=NOC(=O)c1ccc(-c2ccccc2)cc1	-5	1.7	-2	2	-8	6	2	26	-5
CC(Oc1ccccc1)C(=O)NC1=NCCS1 (centres undefined)	0	-0.5	-3	0	0	.	6	-3	-15
NS(=O)(=O)c1ccc(NC(=S)NC(=O)c2ccco2)cc1	4&3	1.5&1.8	-7&-34	-3&-5	-13&-8	-8&-4	9&3	-3&9	-11&-7
CN(C)CCNC(C(=O)Nc1cc(Cl)cc(Cl)c1)c1ccccc1 (centres undefined)	0	-0.4	-4	2	-14	-10	15	2	-19
C(=N\Nc1ncnc2sc3c(c12)CCC3)/c1cccs1	-2	81*	-8	7	-18	3	19	-8	-65
O=C(Nc1cc(-c2ccccc2)[nH]n1)c1ccccc1F	2	71	-2	-2	-12	-11	19	-3	-10
Cc1nc(SCCO)c([N+](=O)[O-])[nH]1	-2	1.4	1	-2	-8	2	-1	-7	-5
C=CCn1c(SCC(=O)c2ccc(Cl)s2)nc2ccccc2c1=O	0	0.2	1[fluorescence artefact?]	0	-7	-5	3	-1	-12
O=C(CN1CCOCC1)Nc1ccc([N+](=O)[O-])cc1Br	0	0.1	-2	3	6	.	9	-14	10
O=C(O)c1cc(-c2ccc(/C=N/Nc3ccc([N+](=O)[O-])cn3)o2)ccc1Cl	-20	3.4	-14	-50	-12	-8	29	-11	-19
CN=C1CC(C)(C)CC(=O)/C1=C(/O)CCCN1C(=O)c2ccccc2C1=O	1	1.5	-12	2	-5	2	26	1	-11
CCOC(=O)c1ccc[n+](CC(=O)c2ccc(OC)cc2)c1	-1	-0.4	1[fluorescence artefact?]	-6	0	9	8	7	-3

Profiles, quoted from the list.
`CN(C)CCNC(C(=O)Nc1cc(Cl)cc(Cl)c1)c1ccccc1` (centres undefined) in the list: Runt-CBFb FRET: 0; zVAD death inh: -0.4; 14-3-3 Bad inh: -4; Runt-SMMHC FRET: 2; EBV gp42 block: -14; MDM2 E3 inh: -10; Hck Nef HTS: 15; Tb hexokinase: 2; NCF1 inh: -19
`Cc1nnsc1C(=O)N1CCC(C(=O)c2ccccc2)CC1` in the list: Runt-CBFb FRET: -1; zVAD death inh: -0.4; 14-3-3 Bad inh: -1; Runt-SMMHC FRET: 2; EBV gp42 block: -4; MDM2 E3 inh: -3; Hck Nef HTS: -8; Tb hexokinase: -9; NCF1 inh: -9
`Nc1ncnc(N2CCOCC2)c1N` in the list: Runt-CBFb FRET: 25; zVAD death inh: 0.0; 14-3-3 Bad inh: 0; Runt-SMMHC FRET: 24; EBV gp42 block: -12; MDM2 E3 inh: -7; Hck Nef HTS: 2; Tb hexokinase: 0; NCF1 inh: -1

Screens deposited in PubChem by several laboratories.
